VP16 counter: VP16 counterscreen qHTS for inhibitors of ROR gamma transcriptional activity; Drosophila S2 Gal4-VP16 UAS-luciferase, luminescence, 20 h; Potency, µM (top dose mostly 53.6 µM), for the others: at the top dose activity, negative = inhibition, usual class: inhibitors; 310,000 tested, 3.5% active;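 further: Gal4-VP16 expression switched on by copper sulfate through the metallothionein promoter; potency means the concentration at half of the fitted maximal effect; on the % scale 0 is the no-effect control and ±100 the full control effect; nearly all actives have a fitted effect of over 50% in size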
Rab9 prom act: qHTS Assay for Rab9 Promoter Activators; Huh7 Rab9 promoter-luciferase reporter, luminescence, 24 h; Potency, µM (series often up to 9.22 µM), inactives show at the highest dose activation, negative = inhibition, actives largely listed as activators; 320,000 tested, 2.8% active; AID 485297, 2010; further: potency means the concentration at half of the fitted maximal effect; % of control where 0% means no effect; nearly all actives have a fitted effect of over 60% in size
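Rab9 promoter-driven luciferase in stably transfected Huh7 cells; 1500 cells/well rested 2 h, exposed to compound in DMSO for 24 h at 37 °C, 5% CO2. Luminescence read 10 min after adding luciferase reagent at ambient temperature.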
NPC1 prom act: qHTS Assay for NPC1 Promoter Activators | Huh7 NPC1 promoter luciferase reporter, 24 h | Potency, µM (doses to about 9.22 µM), inactives show top-dose activation, hits mostly activators | 320,000 tested, 2.4% active | AID 485313, 2010;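 further: potency means the concentration at half of the fitted maximal effect; % of control where 0% means no effect; nearly all actives have a fitted effect of over 60% in size; reporter is driven by a mutant NPC1 promoter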
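In 1536-well qHTS, Huh7 cells harboring an NPC1 promoter–luciferase construct received compound for 24 h; activation was quantified by luminescence following luciferase reagent addition.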
Tb PFK inh: qHTS Assay to Find Inhibitors of T. brucei phosphofructokinase | T. brucei PFK, ADP-Glo luminescence | Potency, µM (titrated, usually from 57.5 µM), for inactives: at the highest dose activity, negative = inhibition, most hits filed as inhibitors | 330,000 tested, 0.17% active | AID 485367, 2010;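 further: potency means the concentration at half of the fitted maximal effect; 0% = uninhibited 1x PFK enzyme wells and -100% = no-enzyme wells; nearly all actives have a fitted effect of over 60% in size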
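ADP-Glo luminescence quantified ADP after 45 min at room temperature, with 1.25 nM T. brucei PFK, 0.1 mM ATP and 0.5 mM fructose-6-phosphate in pH 8.0 TEA buffer. qHTS titrations up to 57 µM; curves classified by quality.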
Coupling enz: qHTS Assay for Inhibitors of Fructose-1,6-bisphosphate Aldolase from Giardia Lamblia: Coupling assay counterscreen | 290,000 tested, 0.67% active | activity change, negative = inhibition, % at 58.2 µM, hits read low | coupling enzyme system counterscreen, AmpLite Red fluorescence | AID 2472, 2010; in the data active means activity change below about -30%; further: on the % scale 0 is the no-effect control and ±100 the full control effect
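Activity here indicates interference with the coupling reaction, not aldolase inhibition. Compounds at 57.5 uM final met coupling enzymes for 10 min at RT; substrate and AmpLite Red detection followed, with a 525/598 nm fluorescence read after 20 min.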
RORg inh: qHTS for inhibitors of ROR gamma transcriptional activity; Nuclear receptor ROR-gamma (Mus musculus), P51450; Drosophila S2 Gal4-RORgamma UAS-luciferase reporter, 20 h; Potency, µM (highest dose often 53.6 µM), for inactives: at the highest dose activity change, negative = inhibition, usual class: inhibitors; 310,000 tested, 5.4% active; AID 2551, 2010; further: potency means the concentration at half of the fitted maximal effect; on the % scale 0 is the no-effect control and ±100 the full control effect; nearly all actives have a fitted effect of over 60% in size
Target sequence (P51450 whole entry, looked up, the tested form may be a part): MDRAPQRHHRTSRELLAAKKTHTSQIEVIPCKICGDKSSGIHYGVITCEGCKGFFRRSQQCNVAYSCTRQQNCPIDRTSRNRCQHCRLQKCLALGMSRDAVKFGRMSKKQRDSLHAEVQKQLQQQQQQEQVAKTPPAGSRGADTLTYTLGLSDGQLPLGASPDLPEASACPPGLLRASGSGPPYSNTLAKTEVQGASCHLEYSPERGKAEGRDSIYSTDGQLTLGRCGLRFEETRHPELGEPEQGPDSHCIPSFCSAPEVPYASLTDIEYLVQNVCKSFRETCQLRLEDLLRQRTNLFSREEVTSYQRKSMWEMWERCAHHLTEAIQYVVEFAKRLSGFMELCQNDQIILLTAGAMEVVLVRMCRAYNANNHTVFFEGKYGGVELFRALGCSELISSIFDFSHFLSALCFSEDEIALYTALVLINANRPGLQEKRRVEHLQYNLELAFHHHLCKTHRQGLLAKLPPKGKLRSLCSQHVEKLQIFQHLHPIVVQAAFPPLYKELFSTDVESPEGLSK
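Read-out: Photinus luciferase luminescence; inhibitors lower reporter signal. Insect Schneider cells with Gal4-ROR gamma fusion under metallothionein promoter, UAS reporter; 700 uM final copper sulfate induction, 20 hr, ambient temperature.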
uPA generation: qHTS for Inhibitors of Cell Surface uPA Generation; 330,000 tested, 0.31% active; cell surface uPA generation assay, qHTS; AID 540303, 2011; Potency, µM (top dose mostly 38.3 µM), for inactives: at the highest dose activity change, negative = inhibition, hits mostly inhibitors; active means well fitted inhibition curve with a large enough effect; inconclusive means small, poorly fitted or top-dose-only effect; inactive means no such curve, though single readings can be large or run the other way; tested in mouse RAW 264.7 cells; further: potency means the concentration at half of the fitted maximal effect; on the % scale 0 is the no-effect control and ±100 the full control effect; nearly all actives have a fitted effect of over 55% in size
ELG1 genotoxic: qHTS screen for small molecules that induce genotoxicity in human embryonic kidney (HEK293T) cells expressing luciferase-tagged ELG1; Potency, µM (doses to about 46 µM), without a hit: top-dose activity change, positive = activation, hits mostly activators; 330,000 tested, 1.3% active; AID 504466, 2011; HEK293T ELG1-luciferase reporter, luminescence, 16 h; further: potency means the concentration at half of the fitted maximal effect; % of control where 0% means no effect; nearly all actives have a fitted effect of over 60% in size
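Luminescence read-out: rising ELG1-luciferase signal, reflecting elevated ELG1 protein under genetic stress, flags genotoxic compounds. Cells were treated for 16 hr at 37 °C before ONE-Glo detection.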
KCNH2 3.1 inh: qHTS for Inhibitors of KCHN2 3.1: Mutant qHTS. U2OS KCNH2 3.1, thallium flux FluxOr; stronger effect = lower value. activity change, % (tested at about 1.8 µM). 340,000 tested, 0.95% active;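 active means maximum activity change below -70%; inconclusive means maximum activity change from -70% to -50%; inactive means maximum activity change above -50%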;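 further: thallium influx rate constant from kinetic fluorescence after stimulation buffer; on the % scale 0 is the no-effect control and ±100 the full control effect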
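Channel expression came from 3.1 mutant virus (1.77 x 10^8 /mL) applied to suspended U2OS cells for 4 h. Flux was tracked with FluxOr dye plus Red40 quencher, and kinetic rate constants normalized to controls.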
FLuc counter: qHTS profiling assay for firefly luciferase inhibitor/activator using purifed enzyme and Km concentrations of substrates (counterscreen for miR-21 project); Luciferin 4-monooxygenase (Photinus pyralis), P08659; purified FLuc, Km substrates, luminescence inhibition; Potency, µM (doses to about 57.5 µM), for inactives: at the top dose activity change, negative = inhibition, usual class: inhibitors; 360,000 tested, 6.9% active;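 further: potency means the concentration at half of the fitted maximal effect; plate controls were vehicle for no effect and reference inhibitor for full effect; nearly all actives have a fitted effect of over 55% in size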
Target sequence (P08659 whole entry, looked up): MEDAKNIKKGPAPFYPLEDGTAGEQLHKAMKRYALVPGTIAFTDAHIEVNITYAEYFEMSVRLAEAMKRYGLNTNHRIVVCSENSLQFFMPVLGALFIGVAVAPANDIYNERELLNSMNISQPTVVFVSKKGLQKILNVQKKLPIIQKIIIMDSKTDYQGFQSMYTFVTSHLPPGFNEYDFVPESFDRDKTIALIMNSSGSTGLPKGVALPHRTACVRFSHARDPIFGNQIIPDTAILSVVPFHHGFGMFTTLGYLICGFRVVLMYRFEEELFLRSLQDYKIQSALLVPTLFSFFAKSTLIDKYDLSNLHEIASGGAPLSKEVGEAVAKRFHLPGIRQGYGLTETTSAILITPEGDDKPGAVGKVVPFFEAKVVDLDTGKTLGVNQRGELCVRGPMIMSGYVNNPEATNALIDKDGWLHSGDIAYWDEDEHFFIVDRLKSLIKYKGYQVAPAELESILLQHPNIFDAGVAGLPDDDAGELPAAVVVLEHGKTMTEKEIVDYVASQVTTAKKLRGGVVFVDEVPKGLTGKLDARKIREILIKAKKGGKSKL
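Purified P. pyralis luciferase, 10 nM final, with Km-level 10 uM D-luciferin and 10 uM ATP in 50 mM Tris acetate pH 7.5, 10 mM Mg acetate, 0.01% Tween-20, 0.05% BSA; 6-point qHTS titration about 60 µM downward; luminescence read.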
Giardia kill: Small Molecules that selectively kill Giardia lamblia: qHTS. activity change, % at 7.66 µM, hits read low. Giardia lamblia trophozoite viability. 340,000 tested, 0.15% active; in the data active means activity change below about -80%; inconclusive means between about -30% and that limit;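 further: parasites exposed to compound for two days anaerobically before the ATP read; on the % scale 0 is the no-effect control and ±100 the full control effect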
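Anaerobic 48 hrs incubation at 37 deg C of 100 trophozoites/well with test compounds; ATPLite 1-Step luminescence, 15-30 min RT, reports cellular ATP as viability.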
Active calls of the source: *; ? = inconclusive; nt = not tested or not shown; & = joins results of further samples; [ ] = another dose, or the depositor's remark. Unless noted, the call rests on the fitted dose curve; in most records, active means well fitted curve in the direction sought with a large enough effect; inconclusive means small, poorly fitted or top-dose-only effect, or another doubt; inactive means no such curve, though single readings can be large; an effect the other way counts as inactive or inconclusive.

SMILES | VP16 counter | Rab9 prom act | NPC1 prom act | Tb PFK inh | Coupling enz | RORg inh | uPA generation | ELG1 genotoxic | KCNH2 3.1 inh | FLuc counter | Giardia kill
COC(=O)CNC(=O)c1cccc(F)c1 | 3% | -3% | 0% | 1% | 2 | 13% | -1% | 0% | -8 | 1% | 3
CCOC(=O)c1sc(NC(=O)CCN2C(=O)C3CCCCC3C2=O)cc1C (stereo not given) | nt | -1% | -4% | 3% | nt | nt | -17% | -1% | 1 | 5% | -13
COC(=O)Nc1nnc(Cc2ccc(OC)cc2)s1 | -3% | -3% | -4% | 2% | 2 | 13% | 2% | 4% | -3 | -1% | 6
COc1cc(-c2ccc3c(=O)c4ccccc4n(C)c3c2)cc(OC)c1OC | -23% | -6% | -7% | -5% | -1 | ? | ? | 7% | 3 | ? | -18
CCCNC(=O)Cc1c(OC)ccc2cc(Br)ccc12 | ? | -4% | -3% | -3% | 11 | 8% | -5% | 2% | 5 | -3% | 8
C=CCN1C(=O)C2(OCCCO2)c2cccc(Cl)c21 | -2% | 7% | -1% | -3% | -1 | 9% | 3% | 0% | -6 | 2% | -3
O=C(Nc1cccc(NC(=O)c2ncn[nH]2)c1)c1cccc(Cl)c1 | -1% | -4% | -9% | 5% | -1 | 29% | 2% | -5% | 1 | ? | 3
CN(C(=O)CSc1nnc(-c2ccccc2)o1)c1c(N)n(Cc2ccccc2)c(=O)[nH]c1=O | -12% | -13% | -7% | 2% | -1 | -11% | 1% | 0% | 7 | -4% | 11
CCC(=O)N(CC)Cc1cc(=O)[nH]c2ccccc12 | -6% | 1% | -9% | -1% | 4 | 4% | -3% | -1% | 1 | -4% | -1
CS(=O)(=O)N1CCN(S(=O)(=O)c2ccccc2[N+](=O)[O-])CC1 | 1% | 1% | -5% | -4% | 1 | 17% | 1% | 0% | 5 | 2% | -15
CN1C(=O)Cc2cc(S(=O)(=O)NCCc3ccc(Cl)cc3)ccc21 | 0% | 2% | 2% | -2% | 2 | -7% | 4% | 0% | 2 | 0%&3% | ?
CCN(CC)S(=O)(=O)c1ccc2oc(SCC(=O)NC3CC3)nc2c1 | -2% | 1% | 1% | -4% | nt | 1% | -2% | -3% | 2 | -1% | 22
CS(=O)(=O)c1ccccc1C(=O)Nc1ccc(-c2nc3ccccc3o2)cc1 | -3% | ? | ? | -9% | -2 | 44% | -4% | 9% | -3 | 24µM* | 3
Cc1ccccc1C(=O)Nc1cc(NC(=O)c2ccccc2C)cc(C(=O)O)c1 | nt | 13% | 1% | 5% | -1 | nt | 5% | 3% | 4 | -1% | -5
CC(C)CNC(=O)C(=O)NNC(=O)C1CCCCC1 | 3% | 6% | 4% | -2% | 4 | 21% | nt | 0% | -8 | -1% | 11
Cc1c(CCOC(=O)C2C3CC4CC(C3)CC2C4)sc[n+]1CC(=O)c1ccc(Br)cc1 (stereo not given) | -8% | -5% | -3% | -1%[0.46 µM] | 3 | 29% | 9%&6% | -9% | 5&-20 | -2% | 16&7
Cc1ccc(C)c(OCCC(=O)Nc2cccc(S(=O)(=O)NC3=NCCCCC3)c2)c1 | nt | -6% | -1% | 5% | nt | nt | -8% | 1% | 2 | 0% | -8
NC12CC3CC(C1)CC(O)(C3)C2 | 1% | -2% | -3% | 0% | 1 | -4% | 4% | -2% | 9 | 2% | 4
COc1ccc(CCN2CC(C(=O)N3CCN(C(C)=O)CC3)CCC2=O)cc1 (stereo not given) | -2% | 10% | -2% | -2% | nt | -22% | -6% | 3% | nt | 5% | -2
COc1ccc(-c2csc(NC(=O)Cn3nc(C)cc3C)n2)cc1 | -8% | 1% | 2% | 1% | -1 | -35% | 5% | -1% | -3 | 4% | -1

Filtered by structure: those above containing bromine.
SMILES | VP16 counter | Rab9 prom act | NPC1 prom act | Tb PFK inh | Coupling enz | RORg inh | uPA generation | ELG1 genotoxic | KCNH2 3.1 inh | FLuc counter | Giardia kill
CCCNC(=O)Cc1c(OC)ccc2cc(Br)ccc12 | ? | -4% | -3% | -3% | 11 | 8% | -5% | 2% | 5 | -3% | 8
Cc1c(CCOC(=O)C2C3CC4CC(C3)CC2C4)sc[n+]1CC(=O)c1ccc(Br)cc1 (stereo not given) | -8% | -5% | -3% | -1%[0.46 µM] | 3 | 29% | 9%&6% | -9% | 5&-20 | -2% | 16&7

(continued)
SMILES | VP16 counter | Rab9 prom act | NPC1 prom act | Tb PFK inh | Coupling enz | RORg inh | uPA generation | ELG1 genotoxic | KCNH2 3.1 inh | FLuc counter | Giardia kill
Cc1cccc(-n2nc([N+](=O)[O-])c(=NC3CCN(Cc4ccccc4)CC3)n2O)c1 | 10% | 18% | 6% | 6% | -1 | -35% | 2.8µM* | -4% | -6 | -2% | -84*
CCOc1ccc(OCC)c(NS(=O)(=O)c2ccc3c(c2)CCN3C(=O)C2CCC2)c1 | -3% | -4% | -4% | 1% | 0 | ? | 1% | -8% | -13 | -1%&-2% | 17
Cc1cccc(NC(=S)N(CCN(C)C)Cc2cc3cc(C)cc(C)c3[nH]c2=O)c1 | -1% | -6% | -8% | 0% | -1 | 2% | -5% | -3% | 0 | 3% | 25
CCNC(=O)C(=O)NCc1ccncc1 | 3% | 0% | -3% | -1% | 6 | 4% | -2% | 0% | -1 | -14% | 0
CCc1cc(OCCN2C(=O)NC(C)(C)C2=O)ccc1Cl | -5% | 1% | -2% | 1% | -1 | ? | 4% | -8% | nt | 0% | 9
COc1ccc(CCNC(=O)CN(c2ccccc2OC)S(=O)(=O)c2ccc(C)cc2)cc1 | -25% | 1% | -4% | 10% | 2 | 16% | 4% | -16% | -19 | -1%&-13% | -6
O=C(O)Cc1ccc(NS(=O)(=O)c2ccccc2Br)cc1 | -2% | 1% | 0% | -8% | 5 | 6% | -10% | 2% | 5 | -9% | 16
CC(=O)Nc1ccc(NC(=O)C(C)n2c3ccccc3c3nc(=O)cc(C)n32)cc1 (stereo not given) | 1% | -5% | -3% | -4% | 3 | -12% | 4% | 3% | -9 | 3% | 7
Clc1cccc(-c2nnc3sc(-c4ccc5c(c4)OCO5)nn23)c1 | 0% | 2% | -3% | -5% | 3 | -8% | nt | 1% | nt | -1% | nt
CN(c1cccc2cccnc12)S(=O)(=O)c1ccccc1 | 0%&-8% | 0% | 0% | 22% | 1&-9 | ? | 3% | 0% | 13 | -2% | -16
CCCOP(=O)(c1ccc(N(C)C)cc1)C(O)c1c(Cl)cccc1Cl (stereo not given) | -5% | -10% | -3% | 2% | 0 | 9% | 14% | -2% | 1 | 0% | -18
CCOc1ccc(N2C(=O)C3=C(C(c4ccc(Cl)cc4)=NCCN3)C2c2cccnc2)cc1 (stereo not given) | 2%[10 µM] | -8% | -1% | 2% | -1 | 23% | -6% | -6% | 6 | 1% | 42[activator]
COc1ccc(CNC(=O)C(=O)NCC2OCCN2S(=O)(=O)c2ccc(F)cc2)cc1 (stereo not given) | 1% | 27% | ? | -2% | nt | -1% | 1% | ? | -4 | ? | 5
COc1ccc(-c2cc(C(=O)Nc3cccc(O)c3)no2)cc1 | 3.2µM* | 4µM* | ? | -2% | -1 | 1.4µM* | 5µM* | ? | 3 | 0.38µM* | ?
CC1=C(C(=O)OCC2CCCO2)C(c2ccccc2Cl)NC(=O)N1 (stereo not given) | -9% | -2% | -5% | 2% | 3 | -5% | 2% | 0% | -5 | 4% | -19
CCN(CC)c1ccc(N2C(=O)CSC2=S)cc1 | 4% | 8% | -3% | 4% | 6 | 6% | -1% | 0% | -5 | -2% | -11
CCOC(=O)Cn1cc(C(=O)c2cccs2)c2ccccc21 | ? | -5% | 2% | -1% | -4 | 2% | 3% | -2% | 5 | ? | -4
COC(=O)c1nn(-c2ccccc2)c(=O)cc1Oc1ccc(Cl)cc1 | 11% | 6% | 8% | 0% | 2 | -20% | -1% | 0% | -11 | 0% | -9
Cc1ccc(C2=NOC(C)(c3nnc(-c4ccc(Cl)cc4)o3)C2)cc1 (stereo not given) | 4% | 0% | -3% | 1% | -1 | 5% | 3% | 0% | -4 | -11% | 9
O=C(CC1C(=O)NCCN1Cc1ccccn1)NCCc1ccccc1F (stereo not given) | -1% | 23% | 6% | 1% | nt | -3% | 6% | 10% | 4 | 7% | 7
O=C(CSc1nnc(C2CC2)n1-c1ccccc1)NCc1ccco1 | 14% | -16% | 5% | -4% | 3 | -14% | -2% | -2% | 8 | 1% | -1

Screens (PubChem)
